# Myeloid diff MLP: compounds promoting myeloid differentiation. ER-HoxA9 myeloid progenitors, lysozyme-GFP differentiation, flow cytometry. calls only at 10 µM. actives 1% (n = 360,000);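 active = normalized GFP-positive differentiation at or above the plate's own cutoff, the solvent-only control mean plus 3 SD; inconclusive = no clear call, values can overlap the other calls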;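 note: cells exposed to compound for four days before flow analysis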
# Hep lipid drop: modulators of hepatic lipid droplet formation; AML12 mouse hepatocytes, oleate lipid droplets, BODIPY imaging; inhibition, % at 6.5 µM; actives 0.4% (n = 240,000); AID 1656;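 active = lipid droplet intensity inhibited by at least 50%, with more than 500 cells counted; inconclusive = wells with under 300 cells, treated as cytotoxic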
#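 Assay system: AML12 mouse liver cells | Compound: 6.5 µM single-point dosing | Schedule: Overnight exposure | Technique: Fluorescence imaging, 20x objective, two fields per well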
# Dynein cargo inh: blocks dynein driven cargo transport along microtubules; 3617.4 mouse cells, GR-EGFP nuclear translocation imaging; test concentration mostly 20 µM; stimulated with dexamethasone, 1 µM; hits give low values; z-score, hits read low; AID 1381; actives 0.47% (n = 220,000);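 active = plate z-score of nuclear minus cytoplasmic receptor signal below a set negative limit, without overly bright fluorescence or cell loss, cut at about -3.5 in these data, passing the limit was not always enough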;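 note: z-score of nuclear minus cytoplasmic ring GR-EGFP intensity difference per well; some compounds called inactive have numbers as strong as hits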
#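 Schedule: 48 h induction, then 1 h compound, then 30 min agonist, 37 °C. Buffer or medium: tetracycline-free induction medium containing charcoal-stripped FBS. Reagent: 1.0 µM final dexamethasone stimulus. Evaluation: nuclear versus cytoplasmic GR-EGFP signal, averaged per well. Signal: high-content fluorescence imaging after fixation.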
# MT stabilizer: microtubule stabilization, imaging screen. HeLa tubulin immunostaining HCS, 24 h; share of cells brighter than vehicle mean+2SD. % tubulin-high responders, % at 10 µM. actives 0.83% (n = 200,000);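 active = plate Z-score above 3 for both tubulin-high and condensed-nucleus cell shares, with cell loss under 80%, at 10 µM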;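 note: anti alpha tubulin signal scored within the nucleus-defined area of each cell; some results filed as inactive read as strong as hits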
# b-catenin transl: alters nuclear translocation of beta-catenin in HeLa cells. immunofluorescence imaging. nuclear translocation activity, % at 5 µM. actives 0.3% (n = 190,000);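 active = nuclear translocation activity above 50% at 5 µM, with a well cell count of 50 or more; inconclusive = wells under 50 cells across six images, flagged as toxic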;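 note: per-cell ratio of nuclear to cytoplasmic median beta-catenin stain intensity; plate controls were DMSO negative control for no effect and GSK-3 inhibitor IX positive control for full effect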
#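 Assay system: human HeLa cells, native beta-catenin; doses: 5 µM primary, 0.02–20 µM confirmation; incubation: compound treatment 24 h, 37°C, 5% CO2; technique: fluorescence imaging of beta-catenin antibody stain plus DAPI; measure: % activation, nuclear-to-cytoplasmic median beta-catenin signal ratio per cell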
# TNAP activators: human TNAP enzyme activators, primary screen, biochemical, luminescent, no phosphate acceptor, uHTS (AID 1001). purified TNAP, luminescent activation assay, no phosphate acceptor; higher activation fold means a stronger effect. activation fold at 20 µM; hits with a dose series show EC50 in µM. actives 0.03% (n = 200,000); in the data active = activation fold from about 3, or a potency from the dose series; inactive = the rest, 99 in 100 with activation fold below about 1.6; note: many of its hits are not listed in these tables
# T cell modulator: modulates CD8 T cell binding to vesicles | 2C CD8+ T cell-vesicle binding, flow cytometry; hits give low values | calls only at 7 µM | actives 0.068% (n = 330,000);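 active = response, share of CD8 T cells binding vesicles, and their 90th percentile fluorescence all below set limits, cut at about 80% in these data, passing the limit was not always enough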
#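 Benchmarks: naked versus QL9-loaded vesicles / Assay system: purified 2C TCR transgenic mouse naive CD8+ T cells / Technique: high-throughput flow cytometry with anti-B7-1 and anti-CD8 staining / Timing: Cell–vesicle co-incubation 1.5 h at 37 °C, staining 20 min on ice / Read-out: percent CD8+ FL2 mean versus row control / Probe or stimulus: QL9-loaded Drosophila micro-vesicles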
# Ins promoter up: MIN6 insulin promoter up-regulation. MIN6 insulin promoter-GFP reporter, high-content imaging; hits give high values. z-score at 5 µM. actives 0.3% (n = 190,000);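 active = z-score above 3 at 5 µM with at least 500 cells counted in the well; inconclusive = wells under 500 cells, flagged as cytotoxic or low count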
# PMI inhibitors: MPI enzyme activity inhibition – biochemical, fluorescence intensity, coupled assay, primary screen (AID 1209). purified PMI enzyme, coupled fluorescence intensity; higher % means a stronger effect. inhibition, % at 20 µM; hits with a dose series show IC50 in µM. actives 0.42% (n = 190,000); in the data active = inhibition above about 50%;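 note: plate controls were DMSO vehicle for no effect and wells lacking substrate for full effect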
# Dynein cargo inh cytoplasmic EGFP: second read-out of Dynein cargo inh, no call of its own (marks repeat the call); z-score; measured here: cytoplasmic GR-EGFP intensity; hits give high values
# Dynein cargo inh nuclear GR-EGFP: second read-out of Dynein cargo inh, no call of its own (marks repeat the call); z-score; measured here: nuclear GR-EGFP intensity;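 lower value marks the stronger effect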
# Dynein cargo inh cell count: recorded beside Dynein cargo inh, whose call it bears; z-score; measured here: cell count per field
# Ins promoter up cell count: second read-out of Ins promoter up, no call of its own (marks repeat the call); cell count; measured here: cytotoxicity, nuclei count;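 total cells summed across four imaged fields per well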
# Hep lipid drop cells 6.5 µM: further read-out of Hep lipid drop, marked with its call; cell count; measured here: cell count, cytotoxicity flag;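 cells counted across two imaged fields per well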
# b-catenin transl cell count 5 µM: further read-out of b-catenin transl, marked with its call; cell count; measured here: cell count, cytotoxicity flag
# T cell modulator vesicle-bound %: recorded beside T cell modulator, whose call it bears; double positive events, %; measured here: CD8+ vesicle-bound cell fraction;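 binding gate set so that unloaded-vesicle control wells show 10% double positive cells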
# MT stabilizer Hoechst-high %: second read-out of MT stabilizer, no call of its own (marks repeat the call); % Hoechst-high responders; measured here: nuclear condensation Hoechst responders;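 share of cells brighter than vehicle mean plus two SD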
# MT stabilizer cytotoxicity %: second read-out of MT stabilizer, no call of its own (marks repeat the call); toxicity, %; measured here: cytotoxicity by cell density;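 0% = mean cell density of plate MIN control wells and 100% = no cells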
# Myeloid diff MLP GFP+ MAC1+ %: second read-out of Myeloid diff MLP, no call of its own (marks repeat the call); GFP+ MAC1+ double positive, %; measured here: differentiation confirmed by MAC1 staining
# An asterisk follows results filed as active; i = inactive; u = inconclusive; x = not tested or not shown; + = active, no number.
SMILES,Myeloid diff MLP,Myeloid diff MLP GFP+ MAC1+ %,Hep lipid drop,Hep lipid drop cells 6.5 µM,Dynein cargo inh,Dynein cargo inh cytoplasmic EGFP,Dynein cargo inh nuclear GR-EGFP,Dynein cargo inh cell count,MT stabilizer,MT stabilizer Hoechst-high %,MT stabilizer cytotoxicity %,b-catenin transl,b-catenin transl cell count 5 µM,TNAP activators,T cell modulator,T cell modulator vesicle-bound %,Ins promoter up,Ins promoter up cell count,PMI inhibitors
CC(=O)c1oc2ccccc2c1N,i,0.6,x,x,-0.35,-0.18,-0.14,0.73,3.9,4.0,7.3,-3.2,1048,1,i,26,0.21,1420,-10%
CCOCCCNC(=O)CCC(=O)NNc1nc2ccccc2c2nc(-c3ccccc3)nn12,i,0.6,15,632,-0.83,-0.21,-0.6,0.095,5.7,1.5,13,1.1,1117,2.1,i,0,-0.32,1384,13%
COc1cc(CN(C(=S)NCC(=O)N2CCCC2)C2CCCC2)cc(OC)c1OC,x,x,6,684,-0.3,-0.099,-0.44,0.57,2.9,2.6,8.9,-2.3,1048,1,i,1,-0.65,1129,-8%
COc1cc(/C=N/Nc2snc(SC)c2C#N)ccc1O,i,7.7,x,x,0.65,-0.19,0.95,0.14,49*,41*,31*,24,992,1,i,14,-0.54,1400,-16%
Cc1cc(C)c(-c2c(O)c3cccc4c3n(c2=O)CCC4)c(C)c1,i,0.5,1,710,2.6,0.42,2.1,-2.6,1.8,2.0,0.8,-1.4,1249,1.1,i,33,-0.23,1223,-11%
O=C(Cn1ncn2cccc2c1=O)N1CCCCC1,i,1.2,x,x,-0.35,-0.22,-0.036,0.11,2.6,1.7,7.1,-4.0,1133,1.1,i,51,-0.11,1438,10%
S=c1[nH]nc(-c2ccc(Cl)cc2)n1/N=C/C=C/c1ccco1,i,0.5,-19,752,-0.89,-0.21,0.15,0.1,x,x,x,-0.2,1304,x,i,20,-0.13,1075,x
O=C(CCc1c[nH]c2ccccc12)N/N=C/c1ccc2c(c1)OCO2,i,1.1,1,739,-1.1,-0.35,-0.53,-0.088,4.2,3.1,3.0,-1.3,1515,1,i,45,0.89,1526,2%
CN1CCC(NC(=S)NC2CC2)CC1,i,0.3,4,670,-0.16,-0.25,-0.081,0.36,1.1,1.7,12,0.9,977,1.1,i,24,0.64,1651,5%
N#CCSc1nc2ccccc2c(=O)n1CC1CCCC1,i,0.6,3,741,-0.86,-0.23,-0.34,1.2,3.0,1.9,6.9,-1.2,991,1,i,17,0.17,1488,16%
Clc1ccccc1Nc1nc(-c2cccnc2)cs1,i,0.1,-14,692,-0.37,-0.25,-0.28,1.4,1.1,1.5,6.0,-1.1,1572,1.1,i,28,x,x,x
O=c1c2ccccc2nc2n1C(CSc1ccc(F)cc1)CS2 (stereo not drawn),i,1.2,11,706,-0.32,-0.28,-0.044,0.56,4.1,2.2,11,-3.4,1061,1.1,i,16,-0.13,1629,3%
Clc1cc(Cl)cc(Nc2ncn[nH]2)c1,i,0.5,-6,699,2,-0.14,0.33,-1.4,4.0,1.2,4.4,-2.1,1003,0.9,i,25,0.25,1860,-1%
O=C(CCNC(=O)c1ccco1)Nc1ccc(Cl)cc1,i,0.1,15,722,-0.31,-0.38,-0.59,0.04,1.1,2.2,9.9,-4.2,1101,1,i,31,0.52,1276,4%
C=C(C)Cc1c(C)c(C#N)c2nc3ccccc3n2c1N1CCCCC1,i,2.2,0,731,-0.56,-0.22,-0.19,0.94,0.7,0.9,6.1,x,x,1.6,i,60,0.88,889,2%
CC(C)NC(=O)c1ccccc1NC(=O)Cc1ccc(Br)cc1,i,0.8,16,661,-0.74,-0.046,0.27,-1.5,3.0,1.6,5.3,-4.5,1083,1.1,i,22,-0.47,1588,-1%
Cc1ccccc1-c1nc(Cc2ccccc2)no1,i,0.5,-25,629,-0.051,-0.23,0.15,-0.14,3.4,1.6,2.9,2.1,869,1.1,i,24,-0.42,1437,12%
COc1ccc(OCC(=O)Nc2nccs2)cc1,i,0.5,-26,723,0.17,-0.31,0.12,0.8,1.8,2.1,6.8,0.9,950,1,i,40,0.04,1384,-3%
NS(=O)(=O)c1ccc(Nc2ncccc2[N+](=O)[O-])cc1,+,19*,-12,775,0.5,-0.24,0.38,0.3,2.1,1.8,6.5,-3.3,1230,1,i,47,x,x,6%
CC(=O)c1cnc2n(c1=O)CCS2,i,0.2,x,x,-0.9,-0.31,-0.39,0.87,1.7,2.4,2.1,-0.3,1054,1.1,i,18,0.81,1380,-1%
CCc1ccc(NC(=O)C(=O)c2cn(CC(=O)N3CCCCC3)c3ccccc23)cc1,i,1.1,4,607,0.21,-0.27,0.17,0.34,4.6,3.0,15,0.5,1064,1,i,41,-0.35,1421,20%
CN(C)S(=O)(=O)c1ccc(Cl)c(NC(=O)COC(=O)[C@@H]2CCCN2C(=O)c2cccs2)c1,i,0.3,-16,652,-0.31,-0.34,-0.26,-0.34,1.4,2.2,4.4,-3.2,1080,1,i,32,0.23,1149,9%
CCOC(=O)c1cc2cc(CC(=O)c3ccc(OCC)cc3O)ccc2o1,i,0.9,-10,746,-1.1,-0.27,-0.44,0.53,1.7,1.4,2.9,-4.3,1155,1.1,i,50,0.14,864,8%
CCOC(=O)C1CCN(C(=O)CSc2nccc(C)n2)CC1,i,0.4,-22,675,1.4,-0.046,1.3,-0.92,2.4,1.3,10,-0.7,1108,1,i,39,0.13,1591,-6%
CC(=O)NS(=O)(=O)c1ccc(NC(=O)c2cc(-c3ccc(C)cc3)nc3ccccc23)cc1,i,0.4,27,661,0.11,-0.24,-0.081,0.056,4.7,1.4,4.3,3.2,1018,1.1,i,40,0.26,1305,-3%
O/N=C1/C2C3C(Br)C4C5CC(C1C53)C24 (stereo not drawn),i,0.9,-17,699,0.72,-0.3,0.12,-0.097,2.3,2.3,8.2,x,x,1.1,i,46,-0.04,1334,5%
O=C(NCCCO)c1nnc(Cc2c(F)cccc2Cl)o1,i,2.1,11,743,-0.49,-0.23,-0.26,1.8,2.7,2.9,8.3,-2.5,1169,1.1,i,1,x,x,-6%
Cn1c(SCC(=O)c2ccc(F)cc2)nnc1-c1cccnc1,i,0.2,13,661,-0.52,-0.18,-0.13,0.46,3.6,1.7,6.5,-2.7,1101,1.1,i,55,0.75,1648,-1%
Cn1nccc1C(=O)Nc1ccc(Cl)cc1,i,4.6,x,x,-0.72,-0.26,-1.2,1.1,1.7,2.0,4.1,-1.2,1452,1.1,i,36,-0.72,1487,-3%
CC(Oc1ccc(F)cc1F)C(=O)/C=C/N(C)C (stereo not drawn),i,0.4,x,x,0.62,-0.21,0.66,0.29,3.1,0.8,4.6,-0.4,1404,1,i,17,0.02,1477,-9%
CN1CCC(OC(c2ccccc2)c2ccccc2)CC1,i,8.8,1,693,0.78,-0.27,0.59,0.38,2.3,4.4,12,-2.6,575,1,i,19,x,x,-16%
CCOC(=O)c1[nH]c2ccc(OCC)cc2c1NC(=O)CN1CCN(c2ccccn2)CC1,i,1.2,x,x,-0.89,-0.21,-0.26,0.96,1.8,1.0,9.0,-6.1,847,1.1,i,43,-0.1,1542,-8%
Cc1noc(C)c1S(=O)(=O)N1CCN(c2ccccc2)CC1,i,1.6,x,x,0.5,-0.13,0.35,-0.57,3.1,2.2,7.8,x,x,0.8,i,25,u,x,-5%
O=C(Cn1cnc2ccccc2c1=O)Nc1cccc(S(=O)(=O)N2CCCCC2)c1,i,0.2,-5,755,0.1,-0.12,0.16,-2.1,x,x,x,0.9,1419,x,i,21,-0.06,944,x
Cc1cccc(C)c1Nc1c(-c2ccccc2O)nc2ncccn12,i,0.9,-2,689,-0.91,-0.003,-0.44,-0.94,x,x,x,0.9,1248,x,i,24,0.64,1082,x
CCCCCCn1nc(C(=O)OCC(=O)NC2CCS(=O)(=O)C2)c2ccccc2c1=O (stereo not drawn),x,x,-9,689,0.6,-0.3,0.57,-0.28,5.1,2.6,8.3,-2.3,1105,1,i,62,0.22,1340,0%

# In another format: 2 of the compounds above
SMILES	Myeloid diff MLP	Myeloid diff MLP GFP+ MAC1+ %	Hep lipid drop	Hep lipid drop cells 6.5 µM	Dynein cargo inh	Dynein cargo inh cytoplasmic EGFP	Dynein cargo inh nuclear GR-EGFP	Dynein cargo inh cell count	MT stabilizer	MT stabilizer Hoechst-high %	MT stabilizer cytotoxicity %	b-catenin transl	b-catenin transl cell count 5 µM	TNAP activators	T cell modulator	T cell modulator vesicle-bound %	Ins promoter up	Ins promoter up cell count	PMI inhibitors
Cn1nccc1C(=O)Nc1ccc(Cl)cc1	i	4.6	x	x	-0.72	-0.26	-1.2	1.1	1.7	2.0	4.1	-1.2	1452	1.1	i	36	-0.72	1487	-3%
CC(Oc1ccc(F)cc1F)C(=O)/C=C/N(C)C (stereo not drawn)	i	0.4	x	x	0.62	-0.21	0.66	0.29	3.1	0.8	4.6	-0.4	1404	1	i	17	0.02	1477	-9%

# Screening results deposited in PubChem by several laboratories.
